From PubChem
STK33 inh – inhibitors of purified STK33 kinase, primary screen, biochemical, ADP-Glo luminescence, homogeneous, cell-free. MBP phosphorylation. inhibition, % at 10 µM. 320,000 tested, 0.073% active. AID 2661, 2010;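 active = inhibition at or above 25%, using the most active replicate where run in duplicate; inactive = inhibition below 25%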
Target sequence (Q9BYT3 whole entry, looked up): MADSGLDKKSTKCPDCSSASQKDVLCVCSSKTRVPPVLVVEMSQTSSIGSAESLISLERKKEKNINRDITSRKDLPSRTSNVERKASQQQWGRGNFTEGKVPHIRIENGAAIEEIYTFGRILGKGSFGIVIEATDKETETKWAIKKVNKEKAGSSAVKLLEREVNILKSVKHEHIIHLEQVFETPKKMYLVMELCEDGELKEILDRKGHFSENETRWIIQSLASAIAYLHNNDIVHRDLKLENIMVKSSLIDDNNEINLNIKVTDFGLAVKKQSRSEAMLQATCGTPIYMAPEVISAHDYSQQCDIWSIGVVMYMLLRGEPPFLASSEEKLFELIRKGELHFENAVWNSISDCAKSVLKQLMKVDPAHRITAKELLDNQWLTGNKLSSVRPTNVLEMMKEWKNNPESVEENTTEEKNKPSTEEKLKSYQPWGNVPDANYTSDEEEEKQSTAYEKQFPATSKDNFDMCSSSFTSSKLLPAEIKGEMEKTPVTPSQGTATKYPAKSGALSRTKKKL
OX1R antag-1 – OX1R (HCRTR1) antagonists, primary screen, fluorescence, CHO/OX1R cells, Fluo-8 calcium, orexin A | Fluo-8 calcium fluorescence | inhibition, % at 5 µM | 330,000 tested, 0.43% active | AID 434989, 2010;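 active = inhibition above its plate's threshold, mean inhibition of all tested compounds on the plate plus 3 SD, cut at about 37% in these data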;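 note: 0% = orexin A challenge wells and 100% = SB-334867-A antagonist wells; not every result past the cut was called active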
Target sequence (O43613 whole entry, looked up): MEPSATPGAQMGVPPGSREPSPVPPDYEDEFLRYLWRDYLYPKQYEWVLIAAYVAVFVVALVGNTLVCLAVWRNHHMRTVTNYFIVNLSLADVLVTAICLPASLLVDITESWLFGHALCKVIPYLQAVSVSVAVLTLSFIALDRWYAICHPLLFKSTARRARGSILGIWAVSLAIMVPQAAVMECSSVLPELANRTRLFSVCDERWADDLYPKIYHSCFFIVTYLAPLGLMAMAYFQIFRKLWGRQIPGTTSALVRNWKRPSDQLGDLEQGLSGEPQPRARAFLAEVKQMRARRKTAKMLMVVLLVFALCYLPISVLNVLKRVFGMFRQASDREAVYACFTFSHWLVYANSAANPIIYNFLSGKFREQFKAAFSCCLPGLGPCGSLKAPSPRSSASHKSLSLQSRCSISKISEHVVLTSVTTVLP
OX1R antag-2 – antagonists of human orexin 1 receptor (OX1R); Orexin/Hypocretin receptor type 1 (Homo sapiens), O43613; OX1R-expressing cells, FRET antagonist read-out; inhibition, % at 6.6 µM; 330,000 tested, 1.8% active; AID 485270, 2010; in the data active = inhibition mostly above about 38%, no sharp cut-off; inactive = mostly below about 40%;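 note: 0% = agonist challenge alone and 100% = reference antagonist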
Numbers without * were called inactive; nt = not tested or not shown.

1	O=C(C1=C(O)C(=O)N(CCN2CCOCC2)C1c1ccc(Br)cc1)c1cc2ccccc2o1 (stereo not given)
2	COC(=O)c1c(C#N)c(N)nc2c1CCCC2
3	CNC(=S)Nc1cc(C(F)(F)F)ccc1Cl
4	Cn1c(=NC(=O)CSCC(=O)N2CCOCC2)sc2ccccc21
5	NNc1nc(-c2ccccc2)cc(-c2ccccc2)n1
6	CCOc1ccc(Nc2nnc(Cc3ccc(OC)cc3)c(=O)[nH]2)cc1
7	COc1cccc(NC(=O)C2CC(=O)N(Cc3ccco3)C2)c1 (stereo not given)
8	COc1ccccc1NC(=O)c1cnc2c(-c3ccccc3)c(C)nn2c1C
Screen / compound no.	1	2	3	4	5	6	7	8
STK33 inh	0.4	0.2	-0.2	-0.4	-0.5	-0.2	-2.1	-0.2
OX1R antag-1	-33.0	-9.1	-52.4	-12.3	-26.6	-14.3	-4.3	-31.1
OX1R antag-2	-2.9	22.7	3.4	11.5	8.2	14.8	-3.1	8.2

Three structures out of the list, arranged by molecular weight, high to low.
8	COc1ccccc1NC(=O)c1cnc2c(-c3ccccc3)c(C)nn2c1C
4	Cn1c(=NC(=O)CSCC(=O)N2CCOCC2)sc2ccccc21
5	NNc1nc(-c2ccccc2)cc(-c2ccccc2)n1
Screen / compound no.	8	4	5
STK33 inh	-0.2	-0.4	-0.5
OX1R antag-1	-31.1	-12.3	-26.6
OX1R antag-2	8.2	11.5	8.2

Later entries:
9	O=S1(=O)CCN(Cc2ccc(Cl)c(C(F)(F)F)c2)CC1
10	COc1ccc(/C(N)=N/OC(=O)CSc2ccc(C)cc2)cc1
11	CC(C)Cn1c(CCCNC(=O)c2ccc(F)cc2)nc2ccccc21
12	CC(=O)c1cccc(NC(=O)C2CC(=O)N(c3cccc(C)c3C)C2)c1 (stereo not given)
13	O=Cc1sc([O-])nc1-[n+]1ccc2ccccc2c1
14	COc1ccc(NC(=O)CCCNC(=O)c2ccc(Cl)cc2)c(OC)c1
15	CC(C)CCNC(=O)CSc1nc2ccccc2c(=O)[nH]1
16	COc1cccc(NC(=O)CC2C(=O)NCCN2C(=S)Nc2ccc(F)cc2)c1 (stereo not given)
Screen / compound no.	9	10	11	12	13	14	15	16
STK33 inh	-0.9	0.4	0.2	1.8	-0.8	-1.4	0.0	-1.2
OX1R antag-1	2.9	-24.8	-44.5	-21.2	-12.6	-1.1	-15.6	-9.3
OX1R antag-2	7.5	32.6	8.4	3.5	7.9	12.5	16.0	-2.5

Another view of 7 compounds above.
cpd | molecule | STK33 inh | OX1R antag-1 | OX1R antag-2
15 | CC(C)CCNC(=O)CSc1nc2ccccc2c(=O)[nH]1 | 0.0 | -15.6 | 16.0
12 | CC(=O)c1cccc(NC(=O)C2CC(=O)N(c3cccc(C)c3C)C2)c1 (stereo not given) | 1.8 | -21.2 | 3.5
10 | COc1ccc(/C(N)=N/OC(=O)CSc2ccc(C)cc2)cc1 | 0.4 | -24.8 | 32.6
16 | COc1cccc(NC(=O)CC2C(=O)NCCN2C(=S)Nc2ccc(F)cc2)c1 (stereo not given) | -1.2 | -9.3 | -2.5
9 | O=S1(=O)CCN(Cc2ccc(Cl)c(C(F)(F)F)c2)CC1 | -0.9 | 2.9 | 7.5
11 | CC(C)Cn1c(CCCNC(=O)c2ccc(F)cc2)nc2ccccc21 | 0.2 | -44.5 | 8.4
13 | O=Cc1sc([O-])nc1-[n+]1ccc2ccccc2c1 | -0.8 | -12.6 | 7.9

Other entries.
17	CCC(CC)c1nnc(NC(=O)c2ccc(N3CCCCC3)c([N+](=O)[O-])c2)s1
18	CCOc1ccccc1-c1nc(SCC(=O)O)n[nH]1
19	Cc1c(OCC(=O)N(C)C)ccc2c3c(c(=O)oc12)CCCCC3
20	O=C1NC(=O)[C@@H]2C3c4ccccc4C=CN3[C@H](C(=O)c3cccs3)[C@H]12 (stereo not given in full)
21	COc1ccc(CCNC(=O)CCOc2ccc(C)cc2)cc1OC
22	Cc1ccc(CNC(=O)c2nnc(CS(=O)(=O)c3ccccc3)o2)cc1
23	O=C(CNC(=O)c1ccco1)Nc1ccc(Br)cc1
24	CC1(C)CC2CC(C)(CN2C(=O)c2ccc([N+](=O)[O-])cc2[N+](=O)[O-])C1 (stereo not given)
Screen / compound no.	17	18	19	20	21	22	23	24
STK33 inh	-1.5	0.3	3.2	2.8	-1.3	-0.5	-0.5	-2.9
OX1R antag-1	-36.4	2.7	-3.8	-4.7	-18.1	18.5	-4.7	-16.1
OX1R antag-2	6.3	-1.8	10.5	50.6	16.8	-1.4	4.4	32.0

25	O=C(COC(=O)CNC(=O)c1ccc(Cl)c([N+](=O)[O-])c1)NNC(=O)c1cccs1
26	Cc1cc(C)c(S(C)(=O)=O)c(N(C)NC(=O)c2c(F)cccc2F)n1
27	c1ccc(N2CCN(c3nc(-c4ccccn4)nc4ccccc34)CC2)cc1
28	CS(=O)(=O)N(CC(=O)Nc1ccc2c(c1)OCCO2)Cc1ccccc1
29	O=C1c2ccccc2C(=O)N1Cc1nc2ccccc2c(=O)n1CCCN1CCOCC1
30	CCOC(=O)C1CCN(c2c(N3CCCC(C(=O)OCC)C3)c(=O)c2=O)CC1 (stereo not given)
31	COc1cc(/C=N/OCC(=O)NC2CCCCC2C)ccc1OCc1ccc(Cl)cc1 (stereo not given)
32	CCC1(C)Cc2c(sc3[nH]c(=O)[nH]c(=O)c23)CS1 (stereo not given)
Screen / compound no.	25	26	27	28	29	30	31	32
STK33 inh	nt	-0.8	-1.3	0.2	-1.0	-3.7	1.7	0.1
OX1R antag-1	-7.9	-1.9	-7.5	-14.4	-24.8	-20.0	-27.2	-1.6
OX1R antag-2	31.8	0.1	-19.3	15.5	5.7	12.4	22.2	13.1

Brought forward from above: 5 entries, followed by the next part.
28	CS(=O)(=O)N(CC(=O)Nc1ccc2c(c1)OCCO2)Cc1ccccc1
29	O=C1c2ccccc2C(=O)N1Cc1nc2ccccc2c(=O)n1CCCN1CCOCC1
30	CCOC(=O)C1CCN(c2c(N3CCCC(C(=O)OCC)C3)c(=O)c2=O)CC1 (stereo not given)
31	COc1cc(/C=N/OCC(=O)NC2CCCCC2C)ccc1OCc1ccc(Cl)cc1 (stereo not given)
32	CCC1(C)Cc2c(sc3[nH]c(=O)[nH]c(=O)c23)CS1 (stereo not given)
33	CC(CCc1ccccc1)NCC#N (stereo not given)
34	Cc1cc2c(c(=O)o1)C(CC(C)C)C(C#N)=C(N)O2 (stereo not given)
35	Nc1c(N(CCO)C(=O)C2CCCCC2)c(=O)[nH]c(=O)n1Cc1ccccc1
36	Cc1cc(C)cc(-n2c(O)c(C=NC3CCS(=O)(=O)C3)c3ccccc3c2=O)c1 (stereo not given)
37	COc1ccc(Cl)cc1NC(=O)CCN1CCOCC1
38	COc1ccccc1OCCSc1nnc(CNC(=O)c2ccco2)n1C
39	Cc1cc(C)c(NC(=O)Cn2c(=O)c3cccn3c3ccccc32)c(C)c1
40	CCCCN(C(=O)c1cccc(-n2cccc2)c1)c1c(N)n(Cc2ccccc2)c(=O)[nH]c1=O
Screen / compound no.	28	29	30	31	32	33	34	35	36	37	38	39	40
STK33 inh	0.2	-1.0	-3.7	1.7	0.1	2.7	7.1	-0.7	0.6	-1.0	-0.3	-0.9	-0.5
OX1R antag-1	-14.4	-24.8	-20.0	-27.2	-1.6	-4.5	-14.5	-20.8	-4.9	-1.8	-5.2	-15.1	-24.5
OX1R antag-2	15.5	5.7	12.4	22.2	13.1	5.7	30.3	3.8	13.0	3.1	7.6	30.8	14.2

41	CC1(C)CC(=O)CC(=O)/C1=N\Nc1c(Cl)cc(Cl)cc1Cl
42	Cc1ccc(C)c(N(C(=O)Cn2nnc3ccccc32)C(C(=O)NC(C)(C)C)c2ccsc2)c1 (stereo not given)
43	CC(C)CN(CC(C)C)C(=O)COc1ccccc1C(N)=O
44	CCCCC(=O)NC(=S)Nc1c(C)cc(Br)cc1C
45	O=C(Cn1cccc1)N1CCc2ccccc21
46	c1ccc(C[C@H]2CNCCN2CCCCC2CCCCC2)cc1
47	CCC(C)(C)NC(=O)CN(Cc1cccs1)C(=O)CNS(=O)(=O)c1ccc(C)cc1
48	Cc1oc(-c2cccs2)nc1CN1CCN(C(C)C)C(CCO)C1 (stereo not given)
Screen / compound no.	41	42	43	44	45	46	47	48
STK33 inh	-1.1	-2.7	-1.2	-1.3	-1.0	1.2	-0.4	0.6
OX1R antag-1	-22.6	-31.5	-11.2	-20.0	5.8	-15.8	-9.4	-15.6
OX1R antag-2	2.6	3.9	-0.2	18.9	3.0	27.9	12.0	2.1

Remaining list, next part
Each structure is followed by: STK33 inh, OX1R antag-1, OX1R antag-2
(49) CCCNC(=O)Nc1cc(S(=O)(=O)CC)ccc1O
  -1.6, -2.3, 5.1
(50) c1ccc2cc(-c3cc4ccccn4c3)ccc2c1
  0.2, -4.2, 10.0
(51) CCCCn1c(N)c(N(CCOC)C(=O)COC(=O)COc2ccc(CC)cc2)c(=O)[nH]c1=O
  0.2, 3.1, 1.6
(52) O=C(COC(=O)c1nc(Cl)ccc1Cl)NCc1cccs1
  -0.8, -10.7, 4.1
(53) CCOC(=O)C1CCN(Cc2cnc(Oc3ccc(OC)cc3)s2)CC1
  -0.1, -40.5, 9.5
(54) Cc1cc(CNC(=O)CC2C(=O)NCCN2Cc2ccccc2C(F)(F)F)nn1C (stereo not given)
  nt, -19.0, 8.1
(55) Nc1cc(=O)[nH]c(SCC(=O)Nc2nnc(-c3ccccc3)s2)n1
  0.2, 4.0, 5.5
(56) O=C(OCCCc1cc2ccccc2c(=O)o1)c1ccc2c(c1)OCO2
  0.3, -22.1, 11.1
(57) N=c1c(C(=O)NCC2CCCO2)cc2c(=O)n3ccccc3nc2n1Cc1ccc(Cl)cc1 (stereo not given)
  0.2, -12.1, 39.4
(58) Cc1c(OCC(=O)Nc2cccnc2)ccc2c3c(c(=O)oc12)CCC3
  -1.7, -29.4, 2.6
(59) CCCc1cc(=O)[nH]c(SCC(=O)N2CCCC2=O)n1
  0.3, 10.1, 15.7
(60) CC(=N)C1=C(O)CC(c2ccccc2)CC1=O (stereo not given)
  0.4, -11.9, 8.9
(61) COc1ccc(CNC(=O)CCS(=O)(=O)c2ccc3c(c2)CCN3C(C)=O)cc1
  -0.7, -8.7, 2.0
(62) O=C(NCCOC(=O)c1ccccc1)c1ccc([N+](=O)[O-])cc1
  -3.2, -1.9, 23.7
(63) Cc1ccc(S(=O)(=O)N2CCOC2CNC(=O)C(=O)NCCCc2ccccc2)cc1 (stereo not given)
  -1.0, -25.3, 12.8
(64) CC(=O)NC(CC(=O)Nc1nc(-c2ccc(N(C)S(C)(=O)=O)cc2)cs1)c1ccccc1 (stereo not given)
  -1.1, -9.5, 18.7
(65) CC(C)(C)NC(=O)C1CC(=O)OC12CCCCC2 (stereo not given)
  -0.3, -7.2, 2.4
(66) Cc1cc(C)cc(OCC(=O)OCC(=O)c2c(N)n(C)c(=O)n(C)c2=O)c1
  -1.2, -22.1, 4.5
(67) CCN(CC(=O)Nc1ccccc1OC)C(=O)COc1ccc2ccccc2c1
  -1.0, 14.2, 97.0*
(68) OCC(O)C1OC(Nc2ccc(Br)cc2)C(O)C1O (stereo not given)
  1.5, -8.1, 6.6
(69) CCCc1nnc(NC(=O)CSc2ncn[nH]2)s1
  -1.3, -11.0, 7.3
(70) Cc1ccc(Cl)cc1NC(=O)Nc1c(C)n(C)n(-c2ccccc2)c1=O
  -1.3, -10.2, 11.3
(71) CC1Cc2ccccc2N1C(=O)Cn1cnc2ccccc21 (stereo not given)
  -0.9, -16.9, 12.2
(72) Cc1ccc(-n2c(COc3ccccc3)n[nH]c2=S)cc1
  -1.3, -8.2, 9.0
(73) CC(C)(C)c1nnc(SCC(=O)c2ccccc2)n(N)c1=O
  -1.3, 0.2, 5.8
(74) Cc1ccc(-c2nnc(SCC#CCOC(=O)c3ccco3)o2)cc1
  -2.0, -45.0, 24.8
(75) O=[N+]([O-])c1ccccc1S(=O)(=O)n1cnc2ccccc21
  0.4, -23.7, 10.0
(76) CC(=O)N(c1ccc(N(C(C)=O)S(=O)(=O)c2cccs2)cc1)S(=O)(=O)c1cccs1
  -1.1, -10.4, 7.7
(77) COc1ccc(Cl)cc1S(=O)(=O)Nc1cccc(C(=O)O)c1
  -0.4, 1.4, 6.9
(78) CCCCNC(=O)N(O)C1N(/N=C/c2ccc(N(C)C)cc2)C(=S)SC1(C)C (stereo not given)
  -0.4, -6.7, 1.2
(79) COc1ccc(N2CCN(S(=O)(=O)CCNC(=O)c3ccc(Br)o3)CC2)cc1
  -1.0, -18.4, 15.1
(80) CC(C)(C)n1nnnc1C(c1cccs1)N(Cc1ccc(Cl)cc1)CC1CCCO1 (stereo not given)
  -0.5, -43.5, 8.6
(81) O=C1NC(=O)/C(=C\c2ccc(OCc3cccc([N+](=O)[O-])c3)cc2)N1
  -2.1, 2.4, 27.3
(82) O=C1CC(N2CCN(c3ccccc3O)CC2)C(=O)N1Cc1ccccc1 (stereo not given)
  -1.0, -14.6, 27.5
(83) O=C(NNC(=S)Nc1ccccc1)NNC(=S)Nc1ccccc1
  -2.0, -10.7, 4.8
(84) CCOC(=O)c1nn2c(C(F)(F)F)cc(-c3ccc(OC)cc3)nc2c1Br
  1.3, -11.9, 1.2
(85) CCC(C)(CC(=O)N(C)CCC#N)c1ccccc1 (stereo not given)
  -0.1, -2.5, 4.7
